TDP-43 yeast inh: rescues yeast growth from TDP-43 toxicity; TDP-43 expressing yeast growth rescue, BacTiter-Glo, 24 h; Potency, µM (top dose mostly 46.1 µM), for the others: top-dose growth rescue (activation), usual class: activators; 410,000 tested, 1.8% active; AID 652104; note: % of control where 0% means no effect; nearly all actives have a fitted effect of over 50% in size
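In this qHTS, compounds that restore growth of yeast expressing TDP-43 appear as activators. Cells (OD600=0.02, galactose medium, raffinose-pregrown) are incubated with compound 24 hr at 30 deg C and growth is quantified by BacTiter-Glo.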
PTHR1 agonist: activates the human parathyroid hormone receptor PTHR1; Potency, µM (top dose mostly 115 µM), for inactives: at the top dose activation, hits mostly activators; HEK293 GP2 PTHR1 cells, GloSensor cAMP luminescence, 1 h; Q03431; 410,000 tested, 0.075% active; note: nearly all actives have a fitted effect of over 55% in size; some results filed as inactive show a strong effect at the top dose; inactives centre near -15; many of its hits are not listed in these tables
Target sequence (Q03431 whole entry, looked up): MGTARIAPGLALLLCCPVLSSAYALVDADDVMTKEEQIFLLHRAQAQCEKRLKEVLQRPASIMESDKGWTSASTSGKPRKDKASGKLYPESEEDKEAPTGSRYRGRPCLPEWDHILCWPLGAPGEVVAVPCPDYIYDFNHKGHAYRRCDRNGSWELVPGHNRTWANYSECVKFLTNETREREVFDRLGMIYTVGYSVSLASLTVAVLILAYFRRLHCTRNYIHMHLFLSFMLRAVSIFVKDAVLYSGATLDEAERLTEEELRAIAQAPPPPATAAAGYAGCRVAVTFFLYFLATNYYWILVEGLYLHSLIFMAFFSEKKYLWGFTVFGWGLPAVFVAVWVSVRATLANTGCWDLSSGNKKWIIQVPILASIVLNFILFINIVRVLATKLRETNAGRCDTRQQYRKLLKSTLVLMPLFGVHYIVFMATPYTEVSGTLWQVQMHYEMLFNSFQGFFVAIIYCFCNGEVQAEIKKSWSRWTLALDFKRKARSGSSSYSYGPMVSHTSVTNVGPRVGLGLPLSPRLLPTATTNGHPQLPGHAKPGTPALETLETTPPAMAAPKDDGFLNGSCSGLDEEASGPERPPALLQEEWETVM
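HEK-293-derived GP2 cells expressing PTHR1 and a GloSensor cAMP reporter, 3,000/well, plated overnight, given luciferin plus IBMX (each 0.5 mM as added) for 1 h at 37 °C, then compound for 1 h at 37 °C. Luminescence was read after 15 min at room temperature.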
FUS suppressor: suppressors of FUS proteinopathy in yeast | Potency, µM (titrated, usually from 76.6 µM), inactives show at the top dose growth rescue (activation), hits mostly activators | S. cerevisiae FUS-expressing, growth rescue, OD600, 24 h | 390,000 tested, 0.24% active | AID 1347120;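 note: plate controls were DMSO vehicle for no effect and reference control for full effect; nearly all actives have a fitted effect of over 55% in size; some results filed as inactive show a strong effect at the top dose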
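FUS-expressing yeast, raffinose-pregrown, induced in 2% galactose minimal medium at OD 0.005; compounds in a dilution series, 24hr at 30C. Growth restoration read as absorbance at 600 nm. CP55940 positive control, DMSO negative.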
aSyn rescue: alpha-synuclein toxicity inhibition in yeast; Yeast expressing alpha-synuclein, growth rescue, BacTiter-Glo, 24 h; Potency, µM (titrated, usually from 46.1 µM), for the others: at the top dose growth rescue (activation), usual class: activators; 370,000 tested, 0.14% active; AID 652106; note: % of control where 0% means no effect; nearly all actives have a fitted effect of over 65% in size
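Readout is rescue of growth in alpha-synuclein-expressing yeast, so inhibitors of toxicity appear as activators. Growth after 24 hr at 30 deg C in galactose medium is quantified by luminescence.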
EPAC2 antagonist: blocks human EPAC2 exchange factor | EPAC2 GEF exchange of Rap1B-BODIPY-GDP, fluorescence | 360,000 tested, 0.18% active | Potency, µM (highest dose often 114 µM), without a hit: at the top dose activity, negative = inhibition, hits mostly inhibitors | AID 720708; note: % is set by controls: 0 for no effect and ±100 for the full control effect; nearly all actives have a fitted effect of over 45% in size; many of its hits are not listed in these tables
EPAC2 ag: activates human EPAC2 exchange factor; AID 720711; Q8WZA2; Potency, µM (top dose mostly 154 µM), inactives show at the highest dose activation, actives largely listed as activators; EPAC2 activation, biochemical qHTS; response scale: 100% = 6.5 mM cAMP response; 360,000 tested, 0.079% active; note: nearly all actives have a fitted effect of over 50% in size
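Readout is BODIPY fluorescence (480 nm excitation, 540 nm emission), which falls as labeled GDP is exchanged off Rap1B. EPAC2 at 100 nM acted on 250 nM RAP1B-BODIPY-GDP with 50 uM GDP present.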
EPAC1 antag: antagonists of human EPAC1. O95398. EPAC1 GEF assay, Rap1b-BODIPY-GDP exchange fluorescence. Potency, µM (doses to about 115 µM), inactives show top-dose activity change, negative = inhibition, usual class: inhibitors. 360,000 tested, 0.14% active. AID 720709;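 note: plate controls were vehicle for no effect and positive control for full effect; nearly all actives have a fitted effect of over 50% in size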
EPAC1 ag: activates human EPAC1 exchange factor. O95398. EPAC1 agonist qHTS, biochemical assay; response scale: 100% = response to 6.5 mM cAMP. Potency, µM (series often up to 154 µM), without a hit: top-dose activation, hits mostly activators. 360,000 tested, 0.073% active. AID 720707; note: nearly all actives have a fitted effect of over 60% in size
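Multi-concentration qHTS readout: loss of Rap1B-bound BODIPY-GDP fluorescence driven by 100 nM EPAC1 with excess GDP (50 uM), monitored kinetically at room temperature; agonist response expressed relative to 6.5 mM cAMP.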
Active calls of the source: *; i = inactive; u = inconclusive; x = not tested or not shown; & = joins results of further samples; [ ] = another dose, or the depositor's remark. Calls come from the whole dose curve; as a rule, active = well fitted curve in the direction sought with a large enough effect; inconclusive = small, poorly fitted or top-dose-only effect, or another doubt; inactive = no such curve, though single readings can be large; an effect the other way counts as inactive or inconclusive. Potency is the fitted concentration of half-maximal effect.

#	SMILES	EPAC2 ag	aSyn rescue	TDP-43 yeast inh	FUS suppressor	EPAC1 ag	PTHR1 agonist	EPAC2 antagonist	EPAC1 antag
1	COc1ccc(NC(=O)C(CC(=O)O)Cc2ccccc2)cc1 (configuration not stated)	2%	0%	20%	17%	5%	-10%[57.5 µM]	-2%	-1%
2	COc1ccc2c(Cl)c(C(=O)NCCCn3ccnc3)sc2c1Cl	2%	3%	-16%	15%	6%	-34%[inhibitor][57.5 µM]	1%	u
3	Fc1ccc(-c2nc3c(-c4ccc(Cl)cc4)cnn3cc2CCN2CCOCC2)cc1	-5%	5%	-2%	12%	3%	-27%	-16%	3%
4	O=C(O)Cn1c(=O)c(-c2ccccc2)nc2ccccc21	-4%	1%	8%	-5%	1%	u	8%	7%
5	Cc1ccc([C@H]2N[C@]3(CCCN(Cc4ccco4)C3=O)[C@H]3C(=O)N(Cc4ccccc4)C(=O)[C@@H]23)cc1	7%	0%	0%	u	0%	-20%	2%	-6%
6	CCOC(=O)N1CCC(NC(=O)c2cnn3cccnc23)CC1	4%	-1%	16%	-13%	-4%	16%[57.5 µM]	-3%	u
7	COc1ccc([C@H]2CC(=O)C=C(c3cc(C(F)(F)F)cc(C(F)(F)F)c3)C2)cc1	-6%	-15%	-10%	30%	-18%	-3%	5%	11%
8	CC1(C)CC(=O)C(Sc2ccc(Br)cc2)=C(O)C1	3%	25%	13µM*	-7%	-2%	i	27%	3%
9	O=C1CC(N2CCN(S(=O)(=O)c3ccccc3)CC2)C(=O)N1c1ccccc1 (configuration not stated)	9%	-1%	10%	-3%	7%	-15%	3%	2%
10	CC(Sc1sc(=S)sc1SC(C)C(=O)O)C(=O)O (configuration not stated)	5%	-27%	-9%	13%	-6%	-12%[57.5 µM]	9%	-16%
11	O=C(Nc1ccccc1)c1ccc(-c2ccc(F)cc2)s1	7%	-1%	19%	2%	3%	-10%	1%	-6%
12	CCN(CC)S(=O)(=O)c1ccc2c(c1)nc(CCC(=O)O)n2CC	1%	0%	10%	9%	10%	i	2%	9%
13	Cc1ccc2c(c1)S(=O)(=O)c1ccc3ccccc3c1N2	-1%	-4%	-7%	x	6%	i	2%	7%
14	O=C(NCc1ccncc1)C1CCN(C(=O)c2cccc(Cl)c2)CC1	-4%	3%	-3%	-14%	6%	-6%	1%	-7%
15	COc1ccc(C(=O)N2C=Cc3ccccc3C2C#N)cc1 (configuration not stated)	0%	7%	16µM*	-9%	5%	i	-5%	9%
16	O=c1c2ccccc2c(C=Nc2ccc(O)cc2)c(O)n1-c1nccs1	-5%	7%	1%	15%	1%	-12%	-14%	u
17	CC(=O)c1cccc(NC(=S)NNC(=O)c2ccc(C)c([N+](=O)[O-])c2)c1	3%	-8%	22%	u	0%	u	-1%	-9%
18	COc1cc(OC)cc(C(=O)Nc2ccc(-c3nc4ccccc4o3)c(O)c2)c1	2%	0%	4%	16%	1%	i	3%	2%
19	COc1ccc(C=O)cc1Cn1cnc2c(cnn2C)c1=O	0%	2%	-13%	6%	8%	i	2%	-28%
20	Cc1c(C(=O)OCC(=O)NCc2ccc3c(c2)OCO3)cccc1[N+](=O)[O-]	-1%	-8%	13%	-32%	4%	i	-3%	-3%
21	Cc1ccnc(SCc2cc(=O)c(OC(=O)c3ccc(Br)o3)co2)n1	-6%	u	-30%[inhibitor]	0%	-3%	i	-12%	3%
22	Cc1cccc(CS(=O)(=O)Cc2ccc(C(=O)NCc3ccccc3)o2)c1	11%	-5%	13%&-13%	4%&5%	-1%	-12%	-2%	-12%
23	CC1C(=O)C(C)C(c2cc(Cl)ccc2O)NC1c1cc(Cl)ccc1O (configuration not stated)	u	3%	-23%	20%	-3%	i	-4%	-6%
24	CCOc1cccc(C(=O)Nc2cccc(-c3nc4ncccc4o3)c2C)c1	7%	0%	6%	21%	10%	-5%[57.5 µM]	0%	5%
25	COCc1cc(CN2CCN(CCc3ccccc3)C(CCO)C2)ccc1OC (configuration not stated)	9%	1%	-11%	1%	2%	-31%[inhibitor]	-1%	-3%
26	C=CCN1C(=O)C(O)(CC(=O)c2ccc(-n3cccc3)cc2)c2ccccc21 (configuration not stated)	8%	11%	9%	u	7%	i	-7%	-1%
27	Cc1noc(C)c1-c1ccc(C(=O)NC2CCCCC2)c2occc12	16%	0%	27%	u	-7%	i	-5%	-5%
28	COc1ccc(CNC(=O)C2CCCC2)cc1	7%	0%	-3%	5%	5%	i	12%	4%
29	COc1ccc(N(CC(=O)Nc2ccc(F)c(F)c2)S(=O)(=O)c2c(C)n[nH]c2C)cc1	-5%	-4%	12%	-1%	2%	i	-1%	-13%
30	O=C(O)c1ccccc1/C=N/n1c(C2CCCCC2)n[nH]c1=S	5%	-3%	16%	18%	-2%	-12%	2%	-22%

2 entries from above, screen by screen.
29. COc1ccc(N(CC(=O)Nc2ccc(F)c(F)c2)S(=O)(=O)c2c(C)n[nH]c2C)cc1
30. O=C(O)c1ccccc1/C=N/n1c(C2CCCCC2)n[nH]c1=S

entry no.	29	30
EPAC2 ag	-5%	5%
aSyn rescue	-4%	-3%
TDP-43 yeast inh	12%	16%
FUS suppressor	-1%	18%
EPAC1 ag	2%	-2%
PTHR1 agonist	i	-12%
EPAC2 antagonist	-1%	2%
EPAC1 antag	-13%	-22%

New compounds follow:
#	SMILES	EPAC2 ag	aSyn rescue	TDP-43 yeast inh	FUS suppressor	EPAC1 ag	PTHR1 agonist	EPAC2 antagonist	EPAC1 antag
31	Cc1ccc(S(=O)(=O)Nc2ccc(O)c3ccccc23)c(C)c1	3%	2%	6%	24%	4%	-32%[inhibitor]	-16%	-11%
32	Cc1ccc(CSc2nnc(-c3ccc(NS(=O)(=O)c4ccccc4)cc3)o2)cc1	3%	9%	21%	x	5%	-9%	-2%	-24%
33	C[C@H](CO)N1C[C@H](C)[C@H](CN(C)C(=O)Nc2ccccc2)OCc2cnnn2CCCC1=O	15%	-3%	22%	-14%	-11%	-17%	4%	5%
34	CN(CC(=O)Nc1ccc(Cl)c(C(F)(F)F)c1)C(=O)C1CSC2(C)CCC(=O)N12 (configuration not stated)	-4%	2%	8%	8%	2%	-51%[inhibitor]	-5%	4%
35	O=c1[nH]cccc1-c1nc2ccccc2n1Cc1cccc(Cl)c1	9%	-3%	-7%	-29%	2%	-33%[inhibitor]	-9%	-14%
36	O=C(NNC(=O)c1cc(Cl)ccc1[N+](=O)[O-])c1csc(N2CCOCC2)n1	-2%	-3%	-16%	-3%	-1%	-2%	-2%	-12%
37	COc1cc([C@@H]2[C@H]3CNCC=C3C(C#N)=C(N)C2(C#N)C#N)ccc1OC(C)C	11%	2%	4%	24%	9%	15%[57.5 µM]	3%	-3%
38	Cc1ccc(NC2=C(Cl)C(=O)OC2OC(C)C)c(C)c1 (configuration not stated)	-1%	-11%	21%	x	-5%	-8%	11%	6%
39	N#C/C(=C\C=C\c1ccccc1)C(=O)N1CCCC1	14%	-2%	-11%	12%	1%	-12%	3%	-27%
40	COc1ccc(/C=C(\NC(=O)c2ccco2)C(=O)N2CCCCC2)cc1	6%	1%	-7%	10%	0%	i	17%	0%
41	CCOc1ccc(-n2c(=O)c3sccc3n(CC(=O)NCCc3ccc(OC)c(OC)c3)c2=O)cc1	0%	-8%	14%	21%	10%	i	11%	14%
42	CCOC(=O)CC1(NC(=O)c2cc(COc3ccc(F)c(F)c3)on2)CCCCC1	9%	3%	-3%	20%	7%	-35%[inhibitor]	-1%	-22%
43	CCn1c(=O)c2ccccc2n(CC(=O)NCCC2=CCCCC2)c1=O	9%	-4%	0%	22%	0%	-3%	21%	4%
44	c1ccc2c(c1)[nH]c1ccncc12	3%	2%	17%	-12%	5%	-19%	9%	3%
45	N[C@@H](Cc1ccccc1)C(=O)N1CCC(C(=O)N[C@@H](Cc2c[nH]c3ccccc23)C(=O)O)CC1	10%	10%	-3%	13%	6%	i	4%	1%
46	O=C(COC(=O)c1ccc([N+](=O)[O-])s1)NC(c1ccccc1)c1ccccc1	8%	1%	9%	7%	-7%	i	3%	-2%
47	Cc1ccnc(NC(=O)c2cccc(OC(F)F)c2)n1	18%	-4%	-4%	12%	5%	i	0%	-5%
48	Cc1cccc(Sc2c(C=O)c3ccccc3n2C)c1	8%	-17%	u	7%	16%	-13%[57.5 µM]	-56%	-4%
49	COc1ccc(-n2c(SCC(=O)N3CCOCC3)nc3ccccc3c2=O)cc1	7%	1%	-18%	x	2%	i	6%	6%
50	NS(=O)(=O)c1cc(C(=O)O)cc(N2CCCC2)c1Oc1ccccc1	4%	0%	10%	-14%	-4%	i	2%	1%
51	O=C(Cn1cnc2c(nnn2Cc2ccccc2)c1=O)c1ccccc1	-12%	7%	13%	-5%	-20%	-25%	-3%	u
52	Cn1cnc(S(=O)(=O)N2CCCCC2c2cc(C(=O)NCc3ccc(Cl)c(Cl)c3)no2)c1 (configuration not stated)	17%	2%	7%	u	-7%	0%	-4%	-19%
53	COc1ccc(NC(=S)N2CCC(N(C)CCN3CCOCC3)CC2)cc1	-8%	-9%	1%	x	-2%	-1%	2%	6%
54	Cc1ccc(S(=O)(=O)NC(=O)C2(C)CCN2C(=O)Cc2ccc(-c3ccccc3)cc2)nc1 (configuration not stated)	7%	11%	0%	16%	-6%	i	14%	-1%
55	Cc1ccccc1Cn1cnc2ccccc21	1%	-6%	6%	-1%	4%	-35%[inhibitor]	-10%	-15%
56	COC(=O)CNc1nc(-c2ccccc2F)nc2ccccc12	-1%	-28%	-11%	12%	-10%	-11%[57.5 µM]	5%	-12%
57	CCCOC(=O)Nc1nc(-c2ccc(C)cc2)c(C)s1	-4%	-11%	9%	6%	-2%	i	-7%	-24%
58	CCOc1ccccc1/C=C(/NC(=O)c1ccccc1)C(=O)N1CCCCC1	12%	-3%	-5%	30%	-11%	-18%	-1%	-9%
59	CCS(=O)(=O)NC(C)C(c1cccs1)N1CCN(C)CC1 (configuration not stated)	12%	0%	-12%	18%	7%	i	-4%	4%
60	CCCCN1CC(COCc2ccccc2)Oc2cccc(F)c2S1(=O)=O (configuration not stated)	13%	-1%	-3%	11%	-1%	-25%	-4%	-4%

An excerpt from above in order of their number in EPAC2 ag, high to low:
no.	mol	EPAC2 ag
45	N[C@@H](Cc1ccccc1)C(=O)N1CCC(C(=O)N[C@@H](Cc2c[nH]c3ccccc23)C(=O)O)CC1	10%
25	COCc1cc(CN2CCN(CCc3ccccc3)C(CCO)C2)ccc1OC (configuration not stated)	9%
15	COc1ccc(C(=O)N2C=Cc3ccccc3C2C#N)cc1 (configuration not stated)	0%
21	Cc1ccnc(SCc2cc(=O)c(OC(=O)c3ccc(Br)o3)co2)n1	-6%

Source: PubChem (National Center for Advancing Translational Sciences (NCATS))

Not all compounds are listed, so the mix of outcomes need not match the whole.
